SW480 rereplic – DNA re-replication induction in SW480 cells. SW480 DNA re-replication, Hoechst DNA content imaging, 48 h. Potency, µM (top dose mostly 46.1 µM), for inactives: at the top dose re-replication activation, usual class: activators. actives 1.8% (n = 340,000); also: potency is read from the fitted curve at half-maximal effect; % of control where 0% means no effect; nearly all actives have a fitted effect of over 55% in size
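SW480 cells exposed to compounds for 48 hr at 37 C, 5% CO2, then Hoechst-stained 40 min. Nuclear DNA content imaged by fluorescence scanning (405 nm excitation, 500-530 nm emission); re-replication scored as increased high-intensity nuclei.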
GLP-1R agonist – GLP-1 receptor (human) agonism; HEK293 GLP-1R CRE-luciferase, luminescence, 4-6 h; cells express a hypersensitive GLP-1R form; AID 624172; Potency, µM (doses to about 45.6 µM), for the others: at the highest dose activation, actives largely listed as activators; P43220; actives 0.007% (n = 380,000); also: potency is read from the fitted curve at half-maximal effect; % of control where 0% means no effect
DRD3 agonist – agonists of human D3 dopamine receptor; P35462; D3R DiscoveRx beta-arrestin cells, luminescence, 90 min; max activation, %; actives 0.58% (n = 410,000); in the data active = max activation above about 30%; also: 0% is about no effect; mostly tested at two doses, the higher about 12 µM
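Agonist-mode cell screen: cells plated at 1500/well and incubated overnight at 37 °C, then exposed to library compounds for 90 min at 37 °C. Detection reagent was added for 30–60 min at room temperature, and luminescence was read.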
* marks the source's active call; other numbers are inactive results; · = no result given; & = joins results of further samples; [ ] = another dose, or the depositor's remark. Unless noted, calls follow the shape of the dose curve; as a rule, active = well fitted activation curve with a large enough effect; inconclusive = small, poorly fitted or top-dose-only effect; inactive = no such curve, though single readings can be large or run the other way. This is a subset. The share of hits here may be higher or lower than overall.

The opening 6 entries, to show the layout:
Fields: DRD3 agonist | SW480 rereplic | GLP-1R agonist
- CCc1ccc(OCC(=O)N(Cc2ccc(OC)cc2)C2CCS(=O)(=O)C2)cc1 (stereo not given)
→ 12 | · | ·
- CCOC(=O)c1c(NC(C)=O)c2c3c(sc2n1Cc1nc(-c2ccccc2OCC)oc1C)CCCC3
→ -7 | · | ·
- COc1ccc(CN2C(=O)N(c3ccc(F)cc3)C(=O)C2CC(=O)Nc2cc(OC)cc(OC)c2)cc1 (stereo not given)
→ 1 | · | ·
- Cc1ccc(CSCC(=O)N2CCN(c3cc(Cl)ccc3C)CC2)cc1
→ 4 | · | ·
- CCn1c(=O)c2sccc2n2c(CCCC(=O)N3CCN(c4ccc(OC)cc4)CC3)nnc12
→ 9 | · | ·
- Cc1ccccc1NC(=O)c1ccc(F)c(S(=O)(=O)N2CCN(c3ccccc3F)CC2)c1
→ 4 | · | ·

Results, from the start:
Fields: DRD3 agonist | SW480 rereplic | GLP-1R agonist
- CCc1ccc(OCC(=O)N(Cc2ccc(OC)cc2)C2CCS(=O)(=O)C2)cc1 (stereo not given)
→ 12 | · | ·
- CCOC(=O)c1c(NC(C)=O)c2c3c(sc2n1Cc1nc(-c2ccccc2OCC)oc1C)CCCC3
→ -7 | · | ·
- COc1ccc(CN2C(=O)N(c3ccc(F)cc3)C(=O)C2CC(=O)Nc2cc(OC)cc(OC)c2)cc1 (stereo not given)
→ 1 | · | ·
- Cc1ccc(CSCC(=O)N2CCN(c3cc(Cl)ccc3C)CC2)cc1
→ 4 | · | ·
- CCn1c(=O)c2sccc2n2c(CCCC(=O)N3CCN(c4ccc(OC)cc4)CC3)nnc12
→ 9 | · | ·
- Cc1ccccc1NC(=O)c1ccc(F)c(S(=O)(=O)N2CCN(c3ccccc3F)CC2)c1
→ 4 | · | ·
- COc1cc(/C=C/c2nc(C#N)c(N3CCCCCC3)o2)cc(OC)c1OC
→ 0 | · | ·
- COc1ccc(S(=O)(=O)c2c(Nc3ccc(C)cc3)sc(C(=O)c3ccc(C)cc3)c2N)cc1
→ -14 | · | ·
- COc1ccccc1C(=O)NCCc1csc(-c2ccc(C(F)(F)F)cc2)n1
→ -8 | · | ·
- CCOc1ccc(CC(=O)NCCc2sc3nc(-c4ccc(F)cc4)nn3c2C)cc1
→ 9 | · | ·
- CCOc1ccc(NCc2cccn2-c2nnc(N3CCC(C(=O)NCc4ccc(C)cc4)CC3)s2)cc1
→ -5 | · | ·
- COc1ccc(NC(=O)c2nc(S(=O)(=O)Cc3ccc(C)cc3)ncc2Cl)cc1
→ -25 | · | ·
- Cc1ccc(Cn2ccnc2SCC(=O)Nc2ccccc2C(F)(F)F)cc1
→ -6 | · | ·
- COc1cccc(CNC(=O)Cn2c(=O)c3cccn3c3ccc(F)cc32)c1OC
→ -4 | · | ·
- CCN(CC)CCn1c2c(c(SCC(=O)Nc3cccc(C(F)(F)F)c3)nc1=O)CCC2
→ 3 | · | ·
- COc1ccc(N2CCN(Cc3nc4c(c(=O)[nH]c(=O)n4C)n3Cc3ccc(Cl)cc3)CC2)cc1
→ -1 | · | ·
- Cc1cc2c(n1-c1ccc(C(=O)NCc3ccc(OC(C)C)cc3)cc1)CCCC2
→ -20 | · | ·
- Cc1cc(C)cc(NC(=O)Cn2c(=O)n(-c3ccc(C)c(C)c3)c(=O)c3oc4ccccc4c32)c1
→ -5 | · | ·
- CCOc1ccc(CNC(=O)c2cc3cc(S(=O)(=O)N4CCCCC4)ccc3n2C)cc1
→ 14 | · | ·
- Cc1ccc(NC(=O)CN2C(=O)c3ccccc3Sc3ccc(C(=O)N4CCOCC4)cc32)c(Cl)c1
→ 2 | · | ·
- COc1cc(C2C(=O)N(C3CCCCCC3)CC(=O)N2CCc2ccccc2)ccc1OC(C)C (stereo not given)
→ -4 | · | ·
- CC(C)(C)c1ccc(C2=NC(C)(C)N(CC(=O)Nc3ccc(F)c(F)c3)C2=O)cc1
→ 3 | · | ·
- CCCCNC(=O)CSc1nc2cc3c(cc2c(=O)n1CCCCCC(=O)NCc1ccc2c(c1)OCO2)OCO3
→ 12 | · | ·
- CCCNC(=O)c1cnc2sc(N3CCCCCC3)nn2c1=O
→ 8 | · | ·
- Cc1ccc(N2CC(C(=O)NCc3nnnn3-c3ccc(C)c(C)c3)CC2=O)cc1C (stereo not given)
→ -12 | · | ·
- C#CCN1C(=O)C(O)(CC(=O)c2ccc(OC)c(OC)c2)c2cc(Br)ccc21 (stereo not given)
→ 7 | · | ·
- CCOc1ccc(CCNC(=O)c2cc(=O)[nH]c3ccc(S(=O)(=O)N4CCCCC4C)cc23)cc1OCC (stereo not given)
→ 1 | · | ·
- Cc1ccc(S(=O)(=O)N2CCCC2C(=O)Nc2ccc(Br)cc2)cc1 (stereo not given)
→ -16 | · | ·
- O=C(CSc1nccn1-c1ccc(F)cc1)Nc1nc2ccccc2s1
→ -9 | · | ·
- O=C(CSc1ncccc1C(=O)Oc1ccccc1Cl)Nc1ccccc1Cl
→ 2 | · | ·
- N#C/C(=C\c1ccccc1)c1nc(-c2cc3c(ccc4ccccc43)oc2=O)cs1
→ -8 | · | ·
- CCc1ccc(CNC(=O)CSCc2cnn(-c3ccccc3)c2-n2cccc2)cc1
→ 0 | · | ·
- O=C(c1cc2ccc3cccnc3c2[nH]1)N1CCN(c2ccccc2)CC1
→ -20 | · | ·
- COc1ccc(Cn2ccnc2SCC(=O)Nc2cc(C(F)(F)F)ccc2Cl)cc1
→ -8 | · | ·
- Cc1ccccc1C(=O)Nc1nnc(S(=O)(=O)N(C)Cc2ccccc2)s1
→ -12 | · | ·
- O=C(Nc1cccc(-c2nc3ccccc3o2)c1)c1cc([N+](=O)[O-])ccc1N1CCOCC1
→ -6 | · | ·
- CC1=C(C(=O)OC2CCCC2)C(c2ccccc2Cl)CC(=O)N1 (stereo not given)
→ -13 | · | ·
- Cc1ccccc1-n1c(SCC(=O)Nc2ccc(Cl)cc2F)nnc1-c1cc2occc2n1C
→ 10 | · | ·
- O=C(C1CCCCC1)N(Cc1cccnc1)c1nc2ccc(F)cc2s1
→ -11 | · | ·
- O=C(CN1C(=O)COc2ccc(S(=O)(=O)N3CCOCC3)cc21)NCc1ccc(F)cc1
→ 7 | · | ·
- CCN1CCc2c(sc(-n3cccc3)c2C(C)NC(=O)Nc2ccc(C(=O)OC)cc2)C1 (stereo not given)
→ -25 | · | ·
- CCC(C(=O)Nc1ccccc1C(=O)OC)n1nc(C)c2c(C)n(-c3ccc(C)cc3)nc2c1=O (stereo not given)
→ 9 | · | ·
- COc1ccc(-c2c(C#N)c(SCC(=O)Nc3ccccc3C)nc(C)c2C(=O)Nc2ccccc2)cc1OC
→ -10 | · | ·
- CCc1ccccc1NC(=O)C1CCCN(S(=O)(=O)c2ccc3[nH]c(=O)ccc3c2)C1 (stereo not given)
→ -3 | · | ·
- Fc1cccc(-n2ncc3c2ncn2nc(COc4ccc(Cl)cc4)nc32)c1
→ -2 | · | ·
- COc1ccc2nc(N(Cc3cccnc3)C(=O)c3ccc(Cl)cc3)sc2c1
→ 60* | · | ·
- COc1cc(NC(=O)Cn2nnnc2-c2ccccc2F)cc(OC)c1OC
→ 5 | · | ·
- O=C(NCc1ccccc1Cl)c1ccc(Nc2nc3ccccc3n3nnnc23)cc1
→ 9 | · | ·
- CC(=O)[C@]1(O)CCC2C3C=C(Cl)C4=CC(=O)C5CC5[C@@]4(C)C3CC[C@]21C (stereo not given in full)
→ · | -1% | 10%
- CCOC(=O)C(CCc1ccccc1)NC(C)C(=O)N1Cc2cc(OC)c(OC)cc2CC1C(=O)O (stereo not given)
→ · | 2% | 4%
- O=C(O)/C=C\c1ccc(Cn2ccnc2)cc1
→ · | -8%[20.6 µM] | 1%[19.8 µM]
- CC(C)CC(NC(=O)C(COC(C)(C)C)NC(=O)C(Cc1ccc(O)cc1)NC(=O)C(CO)NC(=O)C(Cc1c[nH]c2ccccc12)NC(=O)C(Cc1cnc[nH]1)NC(=O)C1CCC(=O)N1)C(=O)NC(CCCN=C(N)N)C(=O)N1CCCC1C(=O)NNC(N)=O (stereo not given)
→ · | 0% | 6%
- NC[C@@H]1O[C@H](O[C@@H]2[C@H](O[C@@H]3O[C@H](CO)[C@@H](O)[C@@H]3O)[C@@H](O)[C@@H](N)C[C@H]2N)[C@@H](N)[C@H](O)[C@@H]1O
→ · | 10%[20.6 µM] | -1%[19.8 µM]
- CC[C@@]12CCCN3CCc4c(n(c5ccccc45)C(=O)C1)[C@H]32
→ · | 11µM* | -1%[19.8 µM]
- NC(C(=O)O)c1ccc(O)cc1 (stereo not given)
→ · | -2% | 3%
- CN1[C@@H]2CC[C@H]1CC(OC(=O)[C@@H](O)c1ccccc1)C2 (stereo not given in full)
→ · | 0%&-2% | 19%&-3%
- O=C(Cc1cccs1)NC1C(=O)N2C(C(=O)[O-])=C(C[n+]3ccccc3)CSC12 (stereo not given)
→ · | -2% | -2%
- CCCCCCC(O)C/C=C/CCCCCCCC(=O)O (stereo not given)
→ · | -1% | 3%
- NCC1CCC(N)C(O[C@@H]2C(O)[C@H](O[C@H]3OC(CO)C(O)C(N)C3O)[C@@H](N)C[C@H]2N)O1 (stereo not given in full)
→ · | -4% | 7%
- OCC(CO)NC1C[C@](O)(CO)[C@@H](O)[C@H](O)[C@H]1O (stereo not given in full)
→ · | -1% | -4%

Structural class: the entries above with bromine
Fields: DRD3 agonist | SW480 rereplic | GLP-1R agonist
- C#CCN1C(=O)C(O)(CC(=O)c2ccc(OC)c(OC)c2)c2cc(Br)ccc21 (stereo not given)
→ 7 | · | ·
- Cc1ccc(S(=O)(=O)N2CCCC2C(=O)Nc2ccc(Br)cc2)cc1 (stereo not given)
→ -16 | · | ·

Next records follow:
Fields: DRD3 agonist | SW480 rereplic | GLP-1R agonist
- CO/N=C(/C(=O)N[C@@H]1C(=O)N2C(C(=O)O)=C(CSc3cnns3)CS[C@H]12)c1csc(N)n1
→ · | -5% | -4%
- CCC(C)C1NC(=O)C(CCNCS(=O)(=O)O)NC(=O)C(NC(=O)C(CCNCS(=O)(=O)O)NC(=O)C(NC(=O)C(CCNCS(=O)(=O)O)NC(=O)CCCCC(C)C)C(C)O)CCNC(=O)C(C(C)O)NC(=O)C(CCNCS(=O)(=O)O)NC(=O)C(CCNCS(=O)(=O)O)NC(=O)C(C(C)CC)NC1=O (stereo not given)
→ · | 3% | 10%
- O=C1[C@@H]2C[C@@H]3C[C@H]1C[C@@](O)(C3)C2
→ · | 2% | -4%
- CC1C2CCC3C4CC=C5CC(N(C)C)CC[C@@]5(C)C4CC[C@@]32CN1C (stereo not given in full)
→ · | 1% | -3%
- CCC1NC(=O)C(NC(=O)c2ncccc2O)C(C)OC(=O)C(c2ccccc2)NC(=O)C2CC(=O)CCN2C(=O)C(Cc2ccccc2)N(C)C(=O)C2CCCN2C1=O (stereo not given)
→ · | 11% | 0%
- O=NCc1ccc([N+](=O)[O-])o1
→ · | 3% | 0%
- Cc1onc(-c2c(F)cccc2Cl)c1C(=O)NC1C(=O)N2C1SC(C)(C)C2C(=O)O (stereo not given)
→ · | -5% | 0%
- C[C@@H]1C[C@H]2[C@H]3C[C@@H](F)C4=CC(=O)C=C[C@]4(C)[C@@]3(Cl)[C@@H](O)C[C@@]2(C)[C@@H]1C(=O)COC(=O)C(C)(C)C
→ · | -1% | 4%
- CC(=O)OCC(=O)[C@@]12OC3(CCCC3)OC1CC1C3CCC4=CC(=O)C=C[C@@]4(C)[C@]3(F)C(O)C[C@]12C (stereo not given in full)
→ · | -3% | 10%
- C=C(CC[C@@H](C)[C@H]1CCC2[C@]1(C)CC[C@]13C[C@@]14CCC(OC(=O)/C=C/c1ccc(O)c(OC)c1)C(C)(C)[C@@H]4CC[C@@]23C)C(C)C (stereo not given in full)
→ · | 1% | -3%

From PubChem
